Screening data: PubChem, several laboratories
DAX1 inh-1 = inhibitors of DAX1 repression of SF-1 activated StAR promoter. HEK293T StAR-luciferase reporter, SF-1/DAX-1 repression relief. inhibition, % at 6.8 µM. 1.1% of 370,000 active. AID 652010;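 active = inhibition above the mean over all tested compounds plus 3 SD, cut at about 3.6% in these data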;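 also: 0% = DAX-1 cells with DMSO and 100% = cells lacking DAX-1 with DMSO; higher inhibition means more luminescence from relief of DAX-1 repression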
NR1D1 modulator = Rev-erb alpha (human) modulation; activity, % at 10 µM; AID 1259318; P20393; 0.79% of 370,000 active; Rev-erbα–FITC-DNA binding, fluorescence polarization, 90 min;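 active = activity above about 14%, limit read from the data; passing the limit was not always enough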;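 also: 0% = DMSO wells with 35 nM protein and 100% = DMSO wells with 750 nM protein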
hgDAF-12 ag = hgDAF-12 agonism, primary luciferase screen | AID 687014 | activation, % at 6.8 µM | HEK293 GAL4-hgDAF12 UAS-luciferase reporter, agonist luminescence; normalized to butyrate control | 1.8% of 370,000 active;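 active = activation above a cutoff set at the mean of all screened compounds plus 3 SD, cut at about 10% in these data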;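 also: 0% = DMSO wells and 100% = sodium butyrate wells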
MBD2 DNA inh = MBD2-methylated oligo binding inhibition; AID 686964; Q9UBB5; inhibition, % at 4.4 µM; 0.31% of 370,000 active; TR-FRET, MBD2 binding to methylated oligonucleotide; in the data active = inhibition above about 13%
DAX1 inh-2 = NR0B1 (DAX1) inhibition. P51843. HEK293 Gal4-DAX1 luciferase reporter, luminescence. inhibition, % at 6.75 µM. 0.99% of 340,000 active. AID 504766;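 active = inhibition above the mean over all tested compounds plus 3 SD, cut at about 4.2% in these data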;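 also: 0% = DAX1-transfected cells with DMSO and 100% = empty-vector control cells with DMSO; inhibition shows as a rise in luminescence from relieved DAX1 repression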
SMARCA2 activ = increases SMARCA2 function in MMTV reporter cells | 1% of 370,000 active | AID 652017 | MG213 cells, MMTV-luciferase reporter, dexamethasone, overnight | activation, % at 9.1 µM; in the data active = activation above about 7.8%;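 also: 0% = vehicle wells and 100% = reference activator wells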
PLCb3 inh = blocks human PLC-beta3 enzyme activity; Purified PLC-beta3, fluorogenic substrate, fluorescence; AID 720704; 0.18% of 370,000 active; inhibition, % at 12.2 µM; in the data active = inhibition above about 11%;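 also: 0% = median of compound wells on plate and 100% = full blocker control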
Target sequence (Q01970 whole entry, looked up): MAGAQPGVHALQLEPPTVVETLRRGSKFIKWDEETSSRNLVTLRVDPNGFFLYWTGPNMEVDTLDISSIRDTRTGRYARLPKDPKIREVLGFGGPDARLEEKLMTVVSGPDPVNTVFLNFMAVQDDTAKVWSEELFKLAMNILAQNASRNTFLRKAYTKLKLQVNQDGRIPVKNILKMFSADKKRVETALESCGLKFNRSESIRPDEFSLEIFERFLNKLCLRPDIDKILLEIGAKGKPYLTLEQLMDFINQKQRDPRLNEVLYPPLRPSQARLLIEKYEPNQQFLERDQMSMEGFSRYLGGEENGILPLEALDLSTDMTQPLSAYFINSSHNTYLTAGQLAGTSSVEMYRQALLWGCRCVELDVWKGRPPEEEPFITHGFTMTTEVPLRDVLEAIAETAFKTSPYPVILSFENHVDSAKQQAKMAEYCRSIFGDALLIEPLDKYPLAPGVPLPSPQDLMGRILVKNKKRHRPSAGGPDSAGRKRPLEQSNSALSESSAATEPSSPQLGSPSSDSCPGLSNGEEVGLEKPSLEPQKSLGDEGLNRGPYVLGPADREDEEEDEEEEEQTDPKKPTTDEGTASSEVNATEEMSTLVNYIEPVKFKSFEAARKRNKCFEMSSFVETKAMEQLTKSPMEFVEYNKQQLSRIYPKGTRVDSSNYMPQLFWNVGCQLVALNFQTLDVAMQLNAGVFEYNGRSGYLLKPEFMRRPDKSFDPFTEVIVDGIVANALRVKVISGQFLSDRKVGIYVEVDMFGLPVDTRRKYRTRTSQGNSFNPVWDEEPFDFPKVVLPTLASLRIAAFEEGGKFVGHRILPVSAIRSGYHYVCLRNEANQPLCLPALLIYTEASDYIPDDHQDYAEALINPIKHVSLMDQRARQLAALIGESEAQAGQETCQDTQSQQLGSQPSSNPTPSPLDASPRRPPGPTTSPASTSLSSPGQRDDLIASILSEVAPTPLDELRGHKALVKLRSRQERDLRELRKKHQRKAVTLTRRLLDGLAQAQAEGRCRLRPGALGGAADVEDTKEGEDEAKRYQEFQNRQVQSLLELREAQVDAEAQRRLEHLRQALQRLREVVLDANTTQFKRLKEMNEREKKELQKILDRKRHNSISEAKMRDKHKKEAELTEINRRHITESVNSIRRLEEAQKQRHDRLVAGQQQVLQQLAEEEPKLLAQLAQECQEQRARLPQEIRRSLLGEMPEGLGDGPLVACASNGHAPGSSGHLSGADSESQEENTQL
hcDAF12 agonist = activators of H. contortus DAF-12 nuclear receptor | HEK293 hcDAF-12 lit1-tk-luc reporter, luminescence; 0% DMSO, 100% Δ7-dafachronic acid | activation, % at 6.8 µM | 1.4% of 370,000 active | AID 652067;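 active = activation above the mean of all tested compounds plus 3 SD, cut at about 5.5% in these data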;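 also: 100% = response to 3 µM Δ7-dafachronic acid high control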
ssDAF-12 act = S. stercoralis DAF-12 activation, primary screen | AID 652126 | 1% of 370,000 active | HEK293 ssDAF-12/GRIP1 lit1-tk-luc reporter, luminescence; % of 3 µM dafachronic acid response | activation, % at 6.8 µM;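 active = activation above the mean over all tested compounds plus 3 SD, cut at about 0.9% in these data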;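 also: 0% = DMSO-only wells and 100% = 3 µM delta7-dafachronic acid wells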
ADAM17 inh = inhibitors of human ADAM17. inhibition, % at 6.95 µM. recombinant ADAM17, EDANS/DABCYL FRET peptide cleavage. 0.83% of 370,000 active. P78536;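 active = inhibition above the mean of compounds lying between control limits plus 3 SD, set per campaign, cut at about 8.5% in these data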;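 also: 0% = DMSO-only wells as the low control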
PLC-gamma1 inh = PLC-gamma1 (human) inhibition, primary screen; inhibition, % at 12.2 µM; purified PLC-gamma1, fluorogenic substrate, fluorescence; 0.84% of 370,000 active; in the data active = inhibition above about 9.5%
The depositor's hits bear a star; . = not tested or not shown.

SMILES | DAX1 inh-1 | NR1D1 modulator | hgDAF-12 ag | MBD2 DNA inh | DAX1 inh-2 | SMARCA2 activ | PLCb3 inh | hcDAF12 agonist | ssDAF-12 act | ADAM17 inh | PLC-gamma1 inh
Nc1cc(-c2ccco2)no1 | 0.7 | 8 | 3.9 | 0 | 0.3 | -1 | -7 | 0.8 | -1.3 | -4 | -2
Cn1c(N2CCOCC2)cc(=O)n(C)c1=O | 1.1 | -4 | 1.3 | 5 | -0.2 | -1 | -6 | 0.2 | -1.2 | -4 | -2
CC1(C(=O)NS(=O)(=O)c2ccc(Cl)cc2)CCN1C(=O)CCC1CCCC1 (stereo unspecified) | 0.7 | -1 | 0.4 | 0 | . | -2 | -5 | 0.1 | -1.6 | 0 | -4
COc1ccc(CNCc2c(F)cccc2F)cc1OC | -0.3 | 5 | -0.5 | 9 | 0.0 | -2 | 0 | -1.1 | -1.3 | -4 | 1
O=C(OCC#CCSc1nnc(-c2cccc3ccccc23)o1)c1cccc2[nH]ccc12 | 0.2 | 1 | -0.8 | -6 | -0.7 | 0 | -16 | -2.8 | -1.4 | -9 | -11
O=C(N/N=C/c1ccccc1Br)c1ccc(CSc2cccc3cccnc23)cc1 | -0.1 | 8 | 1.4 | -3 | -1.7 | -1 | -34 | -1.7 | -1.5 | -21 | -22
Cc1cc(C)n(-c2ccc(C(=O)Nc3cc(S(=O)(=O)N(C)C)ccc3Cl)cc2)n1 | -1.7 | 8 | -7.0 | -11 | -2.9 | -2 | 0 | -2.6 | -2.3 | 2 | 0
C[C@H](NC(=O)NCCc1ccccc1)C(=O)O | 0.7 | -3 | 3.1 | -3 | 0.5 | 0 | 5 | -1.4 | -1.0 | -2 | 9
COc1ccc(NC(=S)N2CCN(c3ccc4c(c3)C3CCN(C(=O)OCc5ccccc5)C4C3)CC2)c(OC)c1 (stereo unspecified) | -6.3 | 0 | 2.1 | 4 | . | -4 | 3 | -1.4 | -1.9 | 4 | 1
Cc1cc(Br)cc(C)c1OCCCCN(C)C | 0.3 | -1 | 2.2 | 1 | 1.7 | -2 | 6 | -0.7 | -1.9 | -6 | 7
COc1ccc(CCNS(=O)(=O)c2ccc(N3CCCC3=O)cc2)cc1 | -0.9 | -5 | 1.4 | 4 | 0.5 | -5 | 6 | -1.6 | -1.7 | 12* | 7
COc1ccc(-c2nc3n(n2)C(c2cccnc2)C(C(N)=O)=C(C)N3)cc1 (stereo unspecified) | 0.6 | -2 | 1.0 | -2 | 1.6 | -3 | -141 | -1.7 | -0.8 | -1 | -123
COC(=O)c1c(C)nn(-c2ccc(F)c(Cl)c2)c1-c1cc(C)on1 | -0.7 | 4 | -1.0 | 1 | -4.5 | -2 | -6 | -4.2 | -2.6 | 2 | -1
O=C(NCc1cccnc1)c1cc(S(=O)(=O)N2CCCC2)c(Cl)cc1Cl | -0.4 | -5 | 0.7 | 5 | 1.0 | -4 | -1 | 0.2 | -1.5 | -3 | -2
CCOC(=O)N1CCN(C(=O)c2cccc(N3C(=O)NC4CC3(C)Oc3ccccc34)c2)CC1 (stereo unspecified) | -0.2 | 6 | 0.0 | 3 | 1.3 | -4 | -5 | -1.8 | -1.1 | 1 | 2
CCN(CC(=O)Nc1c(F)cccc1F)C(=O)/C=C/c1ccc2ccccc2n1 | 1.9 | -33 | -0.9 | 30* | -0.1 | -5 | -21 | 1.1 | -0.1 | -4 | -11
COc1ccc(Nc2nc3ccc(OC)cc3s2)cc1 | 1.2 | 0 | 12* | 2 | 1.1 | 3 | -4 | 0.1 | -1.2 | 0 | -2
CCOc1ccccc1-c1nc2c(s1)CCc1onc(-c3ccc(OC)cc3)c1-2 | 0.6 | 7 | 0.2 | 3 | 1.7 | -1 | 1 | 1.2 | -1.1 | 4 | 4
O=C(N/N=C/c1cc(Br)ccc1O)c1ccccc1Cl | -1.3 | 5 | -8.6 | 2 | -0.9 | -3 | -62 | -3.8 | -1.1 | -5 | -58
CCOC(=O)c1c(-c2ccccc2)n(C)c2ccc(O)cc12 | -0.9 | 0 | -4.6 | 2 | -1.4 | -2 | -220 | -2.4 | -2.1 | -13 | -145
CCN(C(=O)COC(=O)CC(C)c1ccccc1)c1c(N)n(Cc2ccccc2)c(=O)[nH]c1=O (stereo unspecified) | -0.7 | -2 | -1.8 | 1 | 0.5 | -1 | 0 | -0.8 | -1.3 | -2 | 0
N=C1c2ccccc2-c2ccccc21 | -1.2 | 4 | -0.3 | -3 | -0.5 | 3 | 0 | 0.4 | -0.7 | 2 | 5
O=[N+]([O-])c1ccccc1S(=O)(=O)N1CCc2ccccc2C1 | -0.2 | -2 | 0.5 | 4 | 2.0 | -1 | 12* | -0.4 | -1.1 | 3 | 2
CC[C@H](NC(=O)[C@H]1O[C@@H](n2cnc3c(=O)[nH]c(N)nc32)[C@H](O)[C@@H]1O)c1ccccc1 | 0.8 | -2 | 2.2 | 4 | . | 1 | 1 | 0.0 | -0.5 | -5 | -1
CCN(CC)CCCN(C(=O)c1ccc(OC)cc1)c1nc(-c2ccc(OC)cc2)cs1 | -0.2 | 4 | -0.1 | 0 | -0.1 | 0 | -5 | -0.6 | -0.8 | 0 | 3

The closing 2 compounds of the part before come first, to join the parts:
SMILES | DAX1 inh-1 | NR1D1 modulator | hgDAF-12 ag | MBD2 DNA inh | DAX1 inh-2 | SMARCA2 activ | PLCb3 inh | hcDAF12 agonist | ssDAF-12 act | ADAM17 inh | PLC-gamma1 inh
CC[C@H](NC(=O)[C@H]1O[C@@H](n2cnc3c(=O)[nH]c(N)nc32)[C@H](O)[C@@H]1O)c1ccccc1 | 0.8 | -2 | 2.2 | 4 | . | 1 | 1 | 0.0 | -0.5 | -5 | -1
CCN(CC)CCCN(C(=O)c1ccc(OC)cc1)c1nc(-c2ccc(OC)cc2)cs1 | -0.2 | 4 | -0.1 | 0 | -0.1 | 0 | -5 | -0.6 | -0.8 | 0 | 3
CCOc1ccc(Br)cc1S(=O)(=O)NCC(c1ccc(OC)cc1)N1CCOCC1 (stereo unspecified) | 0.0 | 0 | 0.6 | 2 | 1.5 | 2 | 2 | -0.2 | 0.1 | -3 | 0
O=c1[nH]c2cc(Cl)ccc2n1-c1ccccc1 | -0.6 | 1 | -3.5 | -1 | -0.3 | 0 | 0 | -1.3 | -1.8 | -1 | 0
COc1ccc(C(=O)NCc2ccc3c(c2)OCO3)cc1S(=O)(=O)NCc1ccc(Cl)cc1 | 0.1 | -5 | -2.0 | 4 | -1.0 | 7 | 2 | -2.0 | -1.3 | 2 | 2
CCOC(=O)COc1c(C(=O)OC)sc2ncccc12 | -0.1 | 1 | -2.6 | 0 | -0.1 | 2 | -1 | 0.0 | -1.7 | -1 | 3
COC(CNC(=O)C(=O)NCC1CCCN1S(=O)(=O)c1cccs1)OC (stereo unspecified) | -0.1 | 8 | 0.5 | -3 | -1.0 | -3 | -1 | -0.3 | -1.1 | -3 | 0
Cc1ccc(C)c(-n2c(Cc3cc(=O)[nH]c(=O)[nH]3)nnc2SC(C)C)c1 | 0.0 | 0 | 7.8 | 4 | 1.5 | 0 | -1 | 4.6 | 0.1 | -3 | -2
O=C1C=C(C#Cc2ccccc2)C[C@@H](c2ccc(F)cc2)C1 | -0.8 | 3 | -2.2 | -3 | 1.1 | -1 | -2 | -1.8 | -0.2 | 2 | -3
O=C1CN(C(=O)C2CC2)c2ccccc2N1 | -0.3 | 4 | 0.5 | 4 | -1.3 | -6 | 9 | -1.1 | -0.7 | 3 | 7
S=c1nc(C23CC4CC(CC(C4)C2)C3)[nH][nH]1 | 0.0 | -4 | -2.0 | -2 | 1.4 | -3 | 7 | -0.1 | -0.9 | 6 | 12*
O=C(CSc1nnc(-c2ccccc2)c2ccccc12)NCCN1C(=O)CSC1=O | -0.4 | -6 | -0.5 | 3 | -0.1 | 2 | -5 | -1.1 | -0.2 | -4 | 1
CN(C)c1ccc2nc3ccc(=O)cc-3sc2c1 | -5.4 | -30 | -11 | 12 | -0.7 | -6 | -387 | -2.9 | -1.4 | -16 | -298
CCc1ccc(CCC(=O)Nc2ccc(C(=O)O)cc2)o1 | 0.0 | 5 | 1.2 | 2 | 0.3 | 2 | -7 | -0.1 | -1.0 | -2 | -2
FC(F)(F)c1cccc(-n2c(Cn3nnc4ccccc43)n[nH]c2=S)c1 | -0.6 | -1 | 0.1 | 3 | . | -4 | -1 | -0.6 | -1.1 | -6 | 2
O=C(N/N=C/c1cccc([N+](=O)[O-])c1)c1cc[n+](CCO)cc1 | -0.3 | 3 | 0.3 | -6 | -1.6 | -2 | -4 | -2.7 | -0.8 | 0 | -1
CCC(=O)N(Cc1cc2c(C)ccc(C)c2[nH]c1=O)C1CCCCC1 | 0.0 | 4 | -1.6 | 2 | 0.0 | 1 | -17 | -0.1 | -1.2 | -18 | -6
COC(=O)C[C@H]1c2ccccc2S(=O)(=O)N1C(C)C | 0.8 | 5 | 0.4 | 1 | 1.0 | 1 | -1 | -0.3 | -1.1 | -5 | 0
CC(C)(C)c1ccccc1NC(=O)COC(=O)CN1C(=O)NC2(CCCC2)C1=O | -0.9 | -2 | 0.0 | -4 | -0.9 | -1 | -1 | 0.9 | -0.8 | 0 | -1
CN(CC(=O)Nc1ccc2c(c1)OCCO2)CC(=O)Nc1ccc(F)c(F)c1F | -1.2 | 3 | -2.9 | 5 | 0.3 | -5 | -4 | -1.5 | -0.9 | -1 | -1
CC(=O)CSc1nnc(CN2C(=O)CSc3ccc(C(F)(F)F)cc32)n1C | 1.2 | -2 | -1.7 | -2 | -0.8 | -4 | 0 | 1.7 | -0.2 | 0 | 9
CCC(=O)Nc1ccccc1C(=O)OCC(=O)c1ccccc1 | 3.7* | -2 | 16* | -3 | 3.8 | 4 | -1 | -2.2 | 1.3* | 0 | 1
Cc1c(-c2ccc(OCc3ccccc3)cc2)nc2ccccc2c1C(=O)O | 0.6 | -3 | 1.9 | 1 | 2.8 | 2 | -18 | 2.1 | -1.2 | -7 | -11
Cc1ccc(NC(=O)CC(C)CC(=O)NCc2ccccc2)cc1Cl (stereo unspecified) | -0.1 | -1 | -2.4 | 4 | 2.4 | -1 | -2 | -1.9 | -1.4 | 1 | 6
CC1(C(=O)Nc2cccc3c2CCCC3)CCN1C(=O)c1cccc(F)c1 (stereo unspecified) | -0.2 | -1 | -4.4 | 2 | . | -6 | 2 | -3.1 | -1.4 | -1 | 1
CCCCNC(=O)c1nc(-c2cc3ccccc3[nH]2)oc1-c1ccccc1 | -1.2 | 2 | -1.0 | 2 | . | -3 | -274 | 1.5 | -1.0 | -186 | -212
CCOC(=O)[C@]12CCCC=C1N(CCc1ccc(OC)c(OC)c1)C(=O)[C@H](CC(=O)NCCCCc1ccccc1)C2 | -0.3 | -7 | -2.9 | -2 | . | -6 | 1 | 0.5 | -1.1 | 1 | 4
C/C(=N\O)C(C)/[N+]([O-])=C/c1nc(C)c(C)n1O (stereo unspecified) | 0.5 | 2 | 0.2 | -3 | 3.1 | 0 | 4 | -0.8 | -1.0 | 2 | 8
CC(=O)Nc1ccc(CN(C)CC2CCCN(CCc3cccc(C(F)(F)F)c3)C2)cc1 (stereo unspecified) | -0.4 | 2 | 0.8 | 0 | 0.5 | 1 | -4 | -3.1 | -0.4 | 1 | 2
COc1ccccc1/C=C/C=N/NC(=O)CCn1cnc2ccccc21 | -1.4 | 2 | 0.4 | -2 | -4.1 | -4 | -15 | -1.6 | -0.9 | -10 | -4
